Anesthetic bind: binds horse apoferritin like a general anesthetic. hit rate 0.074% among 350,000. Potency, µM (series often up to 77.5 µM), for the others: top-dose activity change, negative = displacement, hits mostly inhibitors. AID 485281. P02791. apoferritin/1-aminoanthracene competitive binding, fluorescence; further: potency means the concentration at half of the fitted maximal effect; on the % scale 0 is the no-effect control and ±100 the full control effect; nearly all actives have a fitted effect of over 20% in size
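Apoferritin-based anesthetic binding model; compound displacement of fluorescent 1-AMA measured as endpoint fluorescence after 10 minutes at room temperature, scaled to free-ligand and complex controls.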
GRP78 ERSR act: ER stress response induction in glioma. hit rate 0.02% among 420,000. AID 602332. U87-MG GRP78 promoter luciferase reporter, 16 h. Potency, µM, without a hit: at the highest dose activation, actives largely listed as activators; further: potency means the concentration at half of the fitted maximal effect; series mostly up to about 76 µM; % of control where 0% means no effect; nearly all actives have a fitted effect of over 35% in size
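ERSR induction read as luciferase luminescence (Bright-Glo, 10 min at room temperature) in stably transfected human U87-MG glioma cells exposed to compounds for 16 h, using GRP78 as sensor.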
APE1 inh: APE1 (human) endonuclease inhibition; P27695; recombinant APE1, TAMRA/BHQ-2 abasic DNA cleavage fluorescence; Potency, µM (highest dose often 65.8 µM), inactives show at the highest dose activity change, negative = inhibition, most hits filed as inhibitors; hit rate 0.35% among 350,000;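 further: potency means the concentration at half of the fitted maximal effect; plate controls were vehicle for no effect and reference inhibitor for full effect; nearly all actives have a fitted effect of over 55% in size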
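Kinetic fluorescence read (525 ex/598 em nm, three reads 60 s apart) of AP-site incision; signal = third minus first read. Enzyme 0.75 nM, dual-labelled THF duplex 50 nM, compound preincubation 15 min RT.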
POLB inh: DNA polymerase beta (human) inhibition; AID 485314; Pol beta primer extension/strand displacement, fluorescence kinetic; Potency, µM (top dose mostly 114 µM), without a hit: at the highest dose activity change, negative = inhibition, usual class: inhibitors; hit rate 1.3% among 340,000; P06746; further: potency means the concentration at half of the fitted maximal effect; on the % scale 0 is the no-effect control and ±100 the full control effect
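Preincubation: enzyme (10 nM) with compound, 15 min, RT. Reaction: substrate added to 50 nM final. Reads: 0 and 10 min. Analysis: normalized, Hill fit.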
LDHA block: inhibitors of human lactate dehydrogenase A | hit rate 0.15% among 480,000 | P00338 | purified LDHA, NADH/diaphorase-resazurin fluorescence; hits give low values | AID 1347041 | activity change, % (values are at about 110 or 230 µM); in the data active means activity change below about -30%; inconclusive means mostly about -25% to -30%;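 further: plate controls were DMSO wells for no effect and wells without enzyme for full effect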
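Resorufin fluorescence (ex540/em590), read at 0 and 20 min after diaphorase/resazurin addition, reports the NADH left after a 5 min room-temperature reaction of 2 nM human LDH5 with 0.06 mM NADH and 0.2 mM pyruvate.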
BLM helicase inh: inhibitors of human Bloom syndrome helicase BLM | P54132 | recombinant BLM DNA unwinding, fluorescence dequenching | Potency, µM (titrated, usually from 56.1 µM), for inactives: at the highest dose activity change, negative = inhibition, usual class: inhibitors | hit rate 0.2% among 350,000 | AID 2528;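 further: potency means the concentration at half of the fitted maximal effect; plate controls were vehicle for no effect and no enzyme for full effect; nearly all actives have a fitted effect of over 35% in size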
Target sequence (P54132 whole entry, looked up): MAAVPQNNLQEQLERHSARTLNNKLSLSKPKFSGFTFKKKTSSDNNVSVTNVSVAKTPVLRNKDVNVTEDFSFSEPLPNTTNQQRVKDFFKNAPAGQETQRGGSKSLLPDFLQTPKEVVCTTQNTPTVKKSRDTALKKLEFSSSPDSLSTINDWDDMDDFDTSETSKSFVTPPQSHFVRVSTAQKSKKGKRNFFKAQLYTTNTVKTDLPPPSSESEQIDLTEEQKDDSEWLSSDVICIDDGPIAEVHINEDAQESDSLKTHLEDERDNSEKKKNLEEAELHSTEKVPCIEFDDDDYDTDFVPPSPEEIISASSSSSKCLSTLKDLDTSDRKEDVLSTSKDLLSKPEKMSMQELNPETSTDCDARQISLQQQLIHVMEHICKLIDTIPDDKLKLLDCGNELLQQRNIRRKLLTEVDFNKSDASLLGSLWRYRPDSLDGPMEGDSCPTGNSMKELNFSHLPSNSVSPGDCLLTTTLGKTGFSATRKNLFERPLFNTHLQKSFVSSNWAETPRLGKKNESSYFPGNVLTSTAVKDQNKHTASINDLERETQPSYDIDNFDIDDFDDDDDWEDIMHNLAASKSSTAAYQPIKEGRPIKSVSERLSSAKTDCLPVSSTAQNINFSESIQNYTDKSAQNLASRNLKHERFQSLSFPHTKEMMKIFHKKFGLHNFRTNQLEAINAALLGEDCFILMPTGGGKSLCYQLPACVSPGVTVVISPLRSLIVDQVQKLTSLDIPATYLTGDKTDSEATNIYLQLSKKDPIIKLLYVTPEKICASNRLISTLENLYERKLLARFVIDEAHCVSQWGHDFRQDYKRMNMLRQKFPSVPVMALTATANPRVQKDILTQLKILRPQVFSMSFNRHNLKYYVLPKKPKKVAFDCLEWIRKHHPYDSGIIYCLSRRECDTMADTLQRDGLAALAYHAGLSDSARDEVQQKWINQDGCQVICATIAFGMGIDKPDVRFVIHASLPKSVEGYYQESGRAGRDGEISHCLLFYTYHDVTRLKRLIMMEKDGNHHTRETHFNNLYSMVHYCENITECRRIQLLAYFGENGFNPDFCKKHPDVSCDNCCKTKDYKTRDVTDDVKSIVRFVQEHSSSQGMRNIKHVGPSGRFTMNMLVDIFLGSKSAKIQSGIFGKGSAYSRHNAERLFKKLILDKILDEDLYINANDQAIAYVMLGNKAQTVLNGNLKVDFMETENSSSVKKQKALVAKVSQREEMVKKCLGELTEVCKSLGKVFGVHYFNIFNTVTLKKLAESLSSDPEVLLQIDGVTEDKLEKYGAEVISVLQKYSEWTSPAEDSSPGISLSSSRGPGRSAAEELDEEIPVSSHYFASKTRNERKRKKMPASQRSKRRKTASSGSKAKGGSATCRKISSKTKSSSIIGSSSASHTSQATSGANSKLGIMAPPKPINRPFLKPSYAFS
Pol eta inh: DNA polymerase eta (human) inhibition. recombinant Pol eta, fluorescent DNA replication assay. hit rate 1.2% among 390,000. Q9Y253. Potency, µM (top dose mostly 114 µM), inactives show top-dose activity change, negative = inhibition, usual class: inhibitors; further: potency means the concentration at half of the fitted maximal effect; on the % scale 0 is the no-effect control and ±100 the full control effect
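Fluorescent replication assay: 50 nM final substrate added after a 15 min room-temperature compound preincubation with 10 nM enzyme. Signal taken at 0 min and again at 10 min.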
POLI inh: inhibitors of human DNA polymerase iota | Q9UNA4 | Pol iota fluorescent replication assay, 10 min | Potency, µM (titrated, usually from 115 µM), for the others: at the highest dose activity, negative = inhibition, hits mostly inhibitors | hit rate 1% among 390,000 | AID 588590; further: potency means the concentration at half of the fitted maximal effect
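Fluorescent replication assay read twice, at 0 min and 10 min after adding 50 nM (final) substrate. Enzyme (10 nM) and compounds were first incubated 15 min at room temperature; enzyme-free buffer wells were negative controls.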
Pol kappa inh: DNA polymerase kappa (human) inhibition | Q9UBT6 | purified Pol kappa, fluorescent DNA synthesis assay, 10 min | Potency, µM (titrated, usually from 107 µM), without a hit: top-dose activity, negative = inhibition, actives largely listed as inhibitors | hit rate 0.53% among 400,000; further: potency means the concentration at half of the fitted maximal effect; on the % scale 0 is the no-effect control and ±100 the full control effect
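Readout: fluorescence, taken kinetically at 0 and 10 min. Conditions: 10 nM Pol kappa, 15 min RT compound preincubation, 50 nM substrate final. Controls: enzyme-free buffer wells.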
Starred values were filed as active, the others as inactive; u = inconclusive; x = not tested or not shown; & = joins results of further samples; [ ] = dose if it differs, or a comment. Unless noted, the call rests on the fitted dose curve; in most records, active means well fitted curve in the direction sought with a large enough effect; inconclusive means small, poorly fitted or top-dose-only effect, or another doubt; inactive means no such curve, though single readings can be large; an effect the other way counts as inactive or inconclusive.

structure	Anesthetic bind	GRP78 ERSR act	APE1 inh	POLB inh	LDHA block	BLM helicase inh	Pol eta inh	POLI inh	Pol kappa inh
CCC1CCCCN1C(=O)CN1C(=O)c2ccccc2S1(=O)=O (configuration not stated)	x	9%	44%	x	-5	x	7%	14%	6%
c1nc(NCCN2CCOCC2)c2cc(-c3ccoc3)ccc2n1	x	1%	-7%	x	x	26%	x	x	0%[60.1 µM]
CC(=O)Nc1ccc(N(C(=O)Cn2nnc3ccccc32)C(C(=O)NC2CCCC2)c2ccc(O)c(O)c2)cc1 (configuration not stated)	-14%	4%	2%	-24%	9	-1%	-5%	11%	-10%
C=C1C(=O)O[C@@H]2[C@H]3O[C@]3(C)CCC=C(C)CC[C@@H]12	x	-13%&-12%	-2%&-8%	-1%[57.1 µM]	x	1%	-4%[57.1 µM]	-6%[58.9 µM]	u
COc1ccc(-c2nnc(SCC(=O)Nc3sc4c(c3C#N)CCCC4)n2-c2ccccc2)cc1	2%	-5%	-1%	30%	3	-3%	-1%	-2%	-13%
Cc1ccc(OCC(=O)NCCCNC(=O)c2ccco2)cc1C	-9%	-5%	19%	18%	-2	-2%	-21%	11%	2%
COc1ccc(C(C(=O)NCc2ccc(F)cc2)N(Cc2cccnc2)C(=O)c2snc(C(N)=O)c2N)cc1 (configuration not stated)	-11%	-3%	7%	5%	-3	-8%	-1%	u	-23%
Cc1ccccc1-n1c(-c2ccc(=O)[nH]n2)n[nH]c1=S	-4%	-3%	3%	u	-3	-1%	0%	13%	1%
CCN(CC(=O)NCc1cccs1)C(=O)CCOc1ccccc1	x	-4%	22%	x	-3	x	-21%	66%[activator]	-3%
CC(C(=O)NCc1ccccn1)N1C(=O)c2ccccc2C1=O (configuration not stated)	3%	-3%	2%	-23%	-3	-3%	-8%	-8%	14%
O=C(Cc1c(F)c(F)c(F)c(F)c1F)OC12CC3CC(C1)C(=O)C(C3)C2	u	-4%	5%	6%	0	1%	-14%	9%	-7%
CCN(c1ccccc1)S(=O)(=O)c1ccc(C(=O)Nc2nnc(COC)o2)cc1	-15%	-6%	-3%	6%	7	3%	-9%	20%	-5%
Cc1cc(O)c(C(C)C)cc1NC(=S)Nc1cc(C(C)C)c(O)cc1C	x	-9%	x	x	30	x	-28%	4%	-12%
CCOC(=O)/C(C#N)=C/C1=C(N2CCCC2)CC(C)(C)OC1	-18%	2%	0%	-15%	-2	0%	-16%	12%	-2%
O=C(Cc1ccc(Br)cc1)Nc1nc2ccccc2[nH]1	-6%	9%	-3%	10%	0	-5%	-5%	4%	1%
COCCNC(=O)CCn1nc(-c2ccc(C)cc2)c2ccccc2c1=O	-20%	2%	32%	32%	-6&1	-2%	-2%	36%[activator]	0%
COc1ccc(NS(=O)(=O)c2ccc3nc(-c4ccccc4)[nH]c3c2)cc1	-20%	-3%	x	-13%	0	-1%	-8%	-16%	9%
CCOc1ccccc1C=NNC(=O)CCCCC(=O)NN=Cc1ccccc1OCC	x	-2%	x	x	-7	x	-9%	23%	-4%
Cc1nc(N2CCCC2)ncc1C(=O)N1CCN(c2ccc(Cl)cc2)CC1	u	x	x	1%	-2	0%	x	-3%	2%[60.1 µM]
O/N=C/c1cc(Br)ccc1OCc1ccccc1F	x	-5%	x	x	1	x	-6%	5%	-2%

Further entries.
structure	Anesthetic bind	GRP78 ERSR act	APE1 inh	POLB inh	LDHA block	BLM helicase inh	Pol eta inh	POLI inh	Pol kappa inh
C[C@H](CO)N1C[C@H](C)[C@@H](CN(C)Cc2ccncc2)Oc2c(NC(=O)Cc3ccccc3)cccc2C1=O	x	-6%	22%	x	-2	x	-11%	-21%	-6%
N#CCCN(CCC#N)S(=O)(=O)c1ccc(C(=O)Nc2nc(-c3ccccc3)c(C(=O)c3ccccc3)s2)cc1	-2%	-3%	-6%	12%	-5	-7%	-5%	1%	3%
O=C(COC(=O)c1ccc2ncsc2c1)NCc1ccc(F)cc1	x	-3%	40%[activator]	x	-16	x	-1%	u	-5%
CC(=O)c1cccc(S(=O)(=O)N2CCC(C(=O)OC3CCOC3=O)CC2)c1 (configuration not stated)	x	-2%	u	x	1	x	45µM*	u	-23%
COc1ccc2nc(/C=N/NC(=O)[C@H](C)NC(=O)OC(C)(C)C)ccc2c1	-2%	x	4%	41%	x	4%	x	x	x
Clc1cccc(Cl)c1CNCCCSc1ncccn1	-2%	-1%	2%	-2%	-14	-13%	4%	-7%	-9%
CC(C)Oc1ccccc1OCCCOc1cccc2cccnc12	-20%	-1%	-2%	u	-6	-4%	-22%	9%	-8%
CC(Oc1ccc(Br)cc1)C(=O)Nc1ccncc1 (configuration not stated)	-5%	-4%	-1%	2%	-7	0%	-8%	76%[activator]	u
CC(OC(=O)c1cc(Br)ccc1O)C(=O)Nc1ccc(S(=O)(=O)N2CCCC2)cc1 (configuration not stated)	x	-7%	3%	x	-5	x	2%	6%	-7%
CC(=O)N1CCC(N(CCN2CCOCC2)C(=S)Nc2cc(C)cc(C)c2)CC1	-4%	-1%	-1%	-22%	-5	-8%	-1%	-15%	3%
CCCc1ccc2oc(C(=O)N3CCC[C@H]3CO)c(C)c2c1	-12%	4%	-3%	0%	-3	-4%	-8%	1%	-16%
C=C(C)C1Cc2nc(N)nc(C)c2C1 (configuration not stated)	-8%	3%	-5%	0%	-2	0%	-12%	21%	-10%
Cc1cc(O)c(C(C)C)cc1N=Nc1ccccc1C(=O)O	-14%	-1%	-6%	-1%	-2	-6%	-8%	9%	-18%
O=C(N/N=C/c1c(Cl)cccc1Cl)c1cccc(F)c1	-15%	0%	-3%	17%	0	-1%	0%	9%	-5%
CCCN1CCN(CC2=C(C(=O)OCC)C(c3cccc(OC)c3OC)NC(=O)N2)CC1 (configuration not stated)	-2%	-1%	x	7%	2	0%	-28%	15%	-2%
COc1ccc(C=O)cc1OC(=O)N1CCOCC1	-10%	-3%	-5%	21%	-2	-2%	-20%	22%	-1%
CN(c1ccccc1)S(=O)(=O)c1cccc(NC(=O)Cc2ccc(Cl)cc2)c1	x	-4%	-11%	x	2	x	-10%	5%	-8%
Cc1occc1-c1nnc(SCc2nc3ccccc3c(=O)n2CC#N)n1C	-13%	-1%	0%	25%	2	-10%	-10%	13%	-3%
CC(=O)Nc1ccc(N=Nc2c(C)[nH]n(C(N)=S)c2=O)cc1	-12%	3%	-1%	-16%	-5	-10%	-3%	-20%	-24%
Nn1c(SCC(=O)Nc2ccc(F)cc2)nnc1-c1ccccn1	-5%	-4%	-4%	26%	-1	3%	-14%	-4%	7%

Some of these compounds in order of length of the SMILES, largest number first.
structure	Anesthetic bind	GRP78 ERSR act	APE1 inh	POLB inh	LDHA block	BLM helicase inh	Pol eta inh	POLI inh	Pol kappa inh
COc1ccc2nc(/C=N/NC(=O)[C@H](C)NC(=O)OC(C)(C)C)ccc2c1	-2%	x	4%	41%	x	4%	x	x	x
Cc1occc1-c1nnc(SCc2nc3ccccc3c(=O)n2CC#N)n1C	-13%	-1%	0%	25%	2	-10%	-10%	13%	-3%
Cc1cc(O)c(C(C)C)cc1N=Nc1ccccc1C(=O)O	-14%	-1%	-6%	-1%	-2	-6%	-8%	9%	-18%
CC(C)Oc1ccccc1OCCCOc1cccc2cccnc12	-20%	-1%	-2%	u	-6	-4%	-22%	9%	-8%
C=C(C)C1Cc2nc(N)nc(C)c2C1 (configuration not stated)	-8%	3%	-5%	0%	-2	0%	-12%	21%	-10%

The list goes on:
The line under a structure holds: Anesthetic bind	GRP78 ERSR act	APE1 inh	POLB inh	LDHA block	BLM helicase inh	Pol eta inh	POLI inh	Pol kappa inh
CCc1ccc(S(=O)(=O)c2nnn3c2nc(Nc2ccc(NC(C)=O)cc2)c2sccc23)cc1
    70%[activator]	-4%	x	-5%	3	-25%	u	79µM*	-20%
N#Cc1cccc(S(=O)(=O)Nc2c(NC3CCCCC3)c3ccccc3oc2=O)c1
    -17%	-2%	-13%	17%	-1	-4%	-25%	16%	-1%
CCOc1ccc(OCCCC(=O)ON=C(N)c2ccccc2C)cc1
    x	2%	10%	x	-1	x	-12%	-13%	6%
O=C(/C=C/c1ccc(S(=O)(=O)N2CCOCC2)cc1)NC(=S)Nc1ccc(Cl)cc1Cl
    -11%	5%	0%	0%	-2	-12%	-1%	31%[activator]	-14%
CCn1c(CCNC(=O)c2ccc(Cl)cc2)n[nH]c1=S
    -5%	0%	0%	6%	-4	4%	4%	-2%	-16%
CN(C)c1ccc(C=Cc2cnccn2)cc1
    x	-9%	x	x	-1	x	-23%	48%[activator]	2%
CC(OC(=O)c1cc(S(=O)(=O)N2CCOCC2)ccc1Br)C(=O)N1CCOCC1 (configuration not stated)
    x	-3%	-6%	x	-2	x	-14%	32%[activator]	-7%
COc1ccc(OC)c(C(=O)COC(=O)c2cc(C)oc2C)c1
    -1%	-5%	8%	-10%	3	-2%	-1%	2%	-13%
CC1(C)CN(c2ccc(Br)cc2Br)C1=O
    u	-2%	1%	-16%	1	1%	-11%	65%[activator]	-8%
Cc1cc(C)n(-c2ncnc3c2oc2ccccc23)n1
    -12%	1%	3%	7%	-6	2%	-6%	21%	-13%

These rows are one share of the data; rates above refer to the full screens.
